RAD52 inh = RAD52 (human) annealing inhibition. P43351. recombinant RAD52 DNA annealing, FRET fluorescence. inhibition, % at 18.7 µM. 360,000 tested, 0.46% active. AID 651710;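 active = every replicate showing at least 50% inhibition; inconclusive = mean inhibition at least 50% but not in every replicate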
Target sequence (P43351 whole entry, looked up): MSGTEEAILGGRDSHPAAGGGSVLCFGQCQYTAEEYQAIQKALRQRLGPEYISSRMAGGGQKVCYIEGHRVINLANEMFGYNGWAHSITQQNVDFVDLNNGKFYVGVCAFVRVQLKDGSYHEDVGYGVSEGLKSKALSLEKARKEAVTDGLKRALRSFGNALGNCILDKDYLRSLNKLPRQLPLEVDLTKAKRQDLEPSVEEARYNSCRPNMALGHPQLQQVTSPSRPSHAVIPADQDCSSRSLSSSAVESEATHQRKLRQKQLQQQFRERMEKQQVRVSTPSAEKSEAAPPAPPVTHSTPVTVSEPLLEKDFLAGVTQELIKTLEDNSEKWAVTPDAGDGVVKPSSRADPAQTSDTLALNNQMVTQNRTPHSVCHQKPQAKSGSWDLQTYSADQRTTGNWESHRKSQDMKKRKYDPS
Cneo AK release = Cryptococcus neoformans lysis via adenylate kinase release | lysis activity, % at 15 µM | 360,000 tested, 0.2% active | C. neoformans lysis, adenylate kinase release luminescence, 4 h; normalised: neutral wells 0, clomiphene wells 100;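 active = mean lysis activity across replicates of at least 80%, whatever share of replicates individually reach that level; inactive = mean lysis activity below 80%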
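Assay system: Cryptococcus neoformans yeast cells / Dosing: single-point compound dose / Timing: 4 h at 37 °C static, read 1 h later / Measured by: luminescence of released adenylate kinase using an AK detection reagent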
E-selectin induc = E-selectin induction on HUVECs. HUVEC E-selectin immunofluorescence imaging; normalized: neutral wells 0, TNF-alpha wells 100. activation, % at 7.58 µM. 260,000 tested, 0.37% active;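 active = mean E-selectin-positive cell signal at least 10% of the positive control, reached in at least 60% of replicates, without over 20% cell loss; inconclusive = no rule given, readout overlaps actives, possibly toxicity-flagged; inactive = the rest, including those meeting only one limit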;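 note: in these data hits start at about 27%; measured in HUVEC primary endothelial cells; signal is the percent of cells scored E-selectin positive by PE staining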
Target sequence (P16581 whole entry, looked up): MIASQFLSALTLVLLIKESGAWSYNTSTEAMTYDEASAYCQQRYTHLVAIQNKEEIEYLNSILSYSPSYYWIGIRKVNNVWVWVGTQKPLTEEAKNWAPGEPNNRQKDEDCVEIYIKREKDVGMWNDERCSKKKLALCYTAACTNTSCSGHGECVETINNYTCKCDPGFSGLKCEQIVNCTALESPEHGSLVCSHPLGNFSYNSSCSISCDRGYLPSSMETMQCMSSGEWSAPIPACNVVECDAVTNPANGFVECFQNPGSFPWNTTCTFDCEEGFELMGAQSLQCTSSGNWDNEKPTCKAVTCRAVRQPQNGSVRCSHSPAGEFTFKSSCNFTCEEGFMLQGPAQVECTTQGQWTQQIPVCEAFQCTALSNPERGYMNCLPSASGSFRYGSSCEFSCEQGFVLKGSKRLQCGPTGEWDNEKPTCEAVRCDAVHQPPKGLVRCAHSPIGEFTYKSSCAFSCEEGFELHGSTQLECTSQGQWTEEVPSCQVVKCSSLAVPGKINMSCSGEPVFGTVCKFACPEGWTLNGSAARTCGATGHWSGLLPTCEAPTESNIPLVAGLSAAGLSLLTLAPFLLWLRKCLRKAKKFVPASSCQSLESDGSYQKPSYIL
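System: HUVEC, human umbilical vein endothelial cells; quantity: 3,000 cells/well; buffer or medium: EGM-2 medium, gelatin-coated wells; dosing: single-point compound dose; detection: immunofluorescence imaging; evaluation: % PE-positive cells; benchmarks: TNF-alpha, DMSO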
PGC1a acetyl inh = PGC1a acetylation modulation, inhibitor mode; U2OS PGC1a acetylation, AlphaScreen anti-acetyl-lysine; with virally co-expressed GCN5 acetyltransferase; inhibition, % at 15.6 µM; 350,000 tested, 0.17% active;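 active = every replicate shows inhibition of at least 40%; inconclusive = mean inhibition at least 40% but some replicate below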;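 note: 0% = neutral control wells and 100% = positive control wells; some results beyond the cut were filed as inactive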
RAD54 branch = inhibitors of human RAD54 branch migration; RAD54 Holliday junction branch migration, FAM/BHQ fluorescence; inhibition, % at 10.4 µM; 360,000 tested, 0.14% active;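 active = mean normalized replicate activity at least 40 and at least half of replicates scoring 40 or more; inconclusive = only one of the two criteria met; inactive = mean below 40 and under half of replicates reaching 40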;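 note: 0% = median of neutral control wells and 100% = median of positive control wells; inhibitors cause a drop in the FAM fluorescence signal; in these data hits start at about 50%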
PglD DTNB = inhibitors of Campylobacter jejuni PglD acetyltransferase. 360,000 tested, 0.098% active. purified PglD enzyme, DTNB colorimetric CoA detection. inhibition, % at 12.5 µM; in the data active = inhibition above about 16%, passing the limit was not always enough; inconclusive = no clear call, values can overlap the other calls; note: strong numbers were not always called active
ERAP1 HTS inh = blocks human ERAP1 aminopeptidase activity. Q9NZ08. recombinant ERAP1, Leu-AMC fluorescence, 60 min. inhibition, % at 10.7 µM. 340,000 tested, 0.15% active;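 active = mean replicate inhibition of at least 30%, or all replicates individually reaching that 30% level; inactive = mean below 30% and not every replicate reaching it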;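 note: 0% = neutral control wells and 100% = L-leucinethiol positive control wells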
miR122 inh = blocks miR-122 activity in Huh7 sensor cells | Huh7 miR-122 Renilla luciferase sensor, 48 h; neutral wells = 0, positive control = 100 | activation (reporter increase), % at 12.5 µM | 340,000 tested, 0.3% active;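 active = mean replicate activation score at least 90 and every replicate individually at or above 90; inconclusive = only one of the two criteria met; inactive = neither criterion met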;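 note: higher luciferase means less miR-122 activity so hits act as miR-122 inhibitors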
Starred values were filed as active, the others as inactive; i = inactive; ? = inconclusive; . = not tested or not shown; [ ] = dose if it differs, or a comment.

SMILES	E-selectin induc	PGC1a acetyl inh	RAD52 inh	miR122 inh	PglD DTNB	Cneo AK release	RAD54 branch	ERAP1 HTS inh
CCN1CCN(C(=O)CCc2nnc(CCc3c[nH]c4ccccc34)o2)[C@@H](C)C1=O	?	-10	-6	5	10	1	-13	-1
O=C(Nc1ccc(F)c(Cl)c1)Nn1cnnc1	-1.1	.	-10	0	5	-12	6	3
C[C@@H]1CN([C@@H](C)CO)C(=O)c2cc(C#Cc3ccccc3F)cnc2O[C@@H]1CN(C)S(=O)(=O)c1ccccc1	-0.1	7	-7	-20[16.7 µM]	-3	-9	-1	1
CO[C@@H]1CN(C)C(=O)c2cc(NS(=O)(=O)c3ccccc3F)ccc2OC[C@H](C)NC[C@H]1C	0.3	-9	1	1[16.7 µM]	-4	0	0	-2
CCOc1ccc(N(CC(=O)N2CCCC2)S(=O)(=O)c2ccc(Cl)cc2)cc1	0.9	-2	-3	8	-2	-1	-7	4
COc1ccccc1S(=O)(=O)N[C@@H]1CC[C@H](CC(=O)NCc2cc(F)cc(F)c2)O[C@@H]1CO	0.1	17	1	.	.	.	.	0
CN(C)C(=O)c1ccc(-n2cnc3ccccc3c2=O)cc1	2.1	.	-21	1	1	0	-3	-2
CN(C)/C=N/c1cnc(C(=O)c2ccc(Cl)cc2)n1C	.	39	-4	-7	-1	0	-7	-3
NC(=O)COc1ccc2c3c(c(=O)oc2c1)CCCCC3	.	-3	-13	-16	.	.	.	-1
CC(c1nc2ccccc2n1Cc1ccccc1)N1CCCCC1 (stereo not given)	0.2	-16	-30	-5	4	6	-11	-2
CCC(C)c1ccc(NC(=O)c2[nH]c(C)c(C(C)=O)c2C)cc1 (stereo not given)	0.0	.	-8	33	.	-1	-1	-6
Cc1c(C2CC(=O)N(c3ccccc3)C2=O)[nH]n(-c2ccccc2)c1=O (stereo not given)	.	5	.	-1	-4	5	-9	.
O=S(=O)(N[C@@H]1CC[C@H](CCn2cc(-c3cccc(F)c3)nn2)O[C@@H]1CO)c1ccccc1	-1.9	5	-4	.	-7	-3	3	-3
COc1ccccc1-c1ccc([C@@H]2[C@H](CO)N3CCCCN(C(=O)CN4CCOCC4)C[C@@H]23)cc1	-0.2	7	-4	5[16.7 µM]	-1	2	7	-1
CCc1nn2c(=O)c(S(=O)(=O)Nc3ccc(Cl)cc3)c(C)nc2s1	0.0	-5	-5	0	-6	1	0	7
COc1ccc(CN(C)C[C@@H]2Oc3ccc(NC(=O)Nc4ccc(C(F)(F)F)cc4)cc3C(=O)N([C@@H](C)CO)C[C@@H]2C)cc1	-0.2	2	9	.	.	.	.	-5
CCCCCN(C(=O)CCC(=O)OCC(=O)NC1CCC(C)CC1)c1c(N)n(CCCC)c(=O)[nH]c1=O (stereo not given)	.	.	-11	-2	0	3	3	0
CC1=NS(=O)(=O)c2cc(Cl)ccc2N1	-0.1	15	-4	12	0	2	1	3
CN1CCC(N(C)C(=O)/C(C#N)=C/c2ccccc2)CC1	-0.1	1	-19	-7	0	0	-7	-2
O=c1cc(NCc2ccco2)c2ccccc2o1	.	-1	.	-4	6	-1	-10	.
COc1ccc(NC(=O)N2CCCCCC2)cc1OC	-0.1	-3	-3	-3	-2	2	4	2
CCOC(=O)C1CCN(CC(=O)Nc2cc(S(=O)(=O)N3CCCCC3)ccc2Cl)CC1	-1.8	-5	-44	-5	-2	-7	2	-5
CCOC(=O)COc1ccc2c(=O)c(-c3ccccc3)coc2c1	0.2	.	-7	-7	-6	-3	4	-2
O=C(/C=C/c1cccc(Cl)c1)NCCCN1CCOCC1	0.3	-4	-25	1	-2	0	-8	3
COC(=O)CN=C1OC(=O)N2C(=O)C3=C4[C@@H](C[C@H]5C(=O)N(c6ccccc6)C(=O)[C@H]5[C@H]4[C@@]12Cc1ccccc1)[C@H]1C(=O)N(c2ccccc2)C(=O)[C@H]1[C@H]3C	0.0	.	-14	-25	-3	1	-2	1
C=CCn1c(O)c(C(CC)=NCc2cccnc2)c(=O)[nH]c1=O	-1.1	1	.	31	.	-3	-4	.
Cc1ccc2c(c1)c(CC(=O)Nc1ccc(F)cc1)c(C(=O)O)n2C	.	0	0	3	4	6	-7	-4
O=C(N[C@@H]1CC[C@@H](CCNS(=O)(=O)Cc2ccccc2)O[C@H]1CO)c1cnccn1	0.2	7	15	0[16.7 µM]	9	11	6	-1
O=C(c1ccc(COc2ccccc2[N+](=O)[O-])o1)N1CCCCCC1	.	-16	.	-2	.	6	4	.
Nc1nc(SCC(=O)NC2CCCc3ccccc32)n[nH]1 (stereo not given)	-0.1	-5	-6	.	.	.	.	0
CC(=O)Nc1ccc(-c2ccnc3c2CC(C)(C(=O)NCCC(F)(F)F)O3)cc1 (stereo not given)	0.0	1	4	10	12	-1	-6	0
Cn1nc(C(F)(F)F)c(C(=O)Nc2cccc(Cl)c2)c1Cl	.	.	.	-4	-6	-1	-18	.
C[C@H]1CN([C@@H](C)CO)C(=O)Cc2cc(NS(=O)(=O)c3ccc(F)cc3)ccc2O[C@@H]1CN(C)C(=O)Nc1cccc2ccccc12	-0.2	5	-9	6[16.7 µM]	-1	-3	4	-2
Cc1oc(-c2ccc(Cl)cc2)cc1-c1nn2c(-c3ccoc3C)nnc2s1	.	-1	.	0	-5	2	3	.
CN(C)CCN(C(=O)c1ccc(S(=O)(=O)N2CCCC2)cc1)c1nc2ccc(Br)cc2s1	-1.7	.	21	-5	1	3	11	4
CCOC(=O)C1(Cc2cccc(OC)c2)CCN(C/C=C/c2ccc(OC)cc2)CC1	3.9	4	-7	-9	-6	-1	-3	-3
CC(=O)N1CC=CC1(C)C(=O)NCc1cc(F)cc(C(F)(F)F)c1 (stereo not given)	-0.1	.	-18	.	-2	1	1	2
C[C@@H]1CN([C@@H](C)CO)C(=O)c2cc(NC(=O)CCCN(C)C)ccc2O[C@@H](C)CCCCO[C@H]1CN(C)Cc1ccncc1	0.7	9	-8	-6[16.7 µM]	2	-3	-4	3
Cc1ccc(SCC(=O)NCCN2C(=O)CSC2=O)cc1C	.	6	.	-4	3	0	1	.
O=c1c(Cc2ccc(F)cc2)c(O)ccn1C1CC1	.	-13	.	-2	-4	0	-3	.
CCC(CO)Oc1cc(NCc2ccc(Cl)cc2)c2ncn(C(C)C)c2c1 (stereo not given)	0.0	.	2	.	1	1	5	.
CCCCCn1c(N2CCC(Cc3ccccc3)CC2)nc2c1c(=O)[nH]c(=O)n2C	.	-7	.	-6	-5	-3	-8	.
CC(=O)Nc1cc2c(cc1NC(=O)Cn1nc(-c3ccc4c(c3)OCCO4)ccc1=O)OCCO2	.	0	.	-3	-3	2	9	.
CCOc1ccc(C(=O)N[C@H](C(=O)Nc2ccc(S(=O)(=O)Nc3nccs3)cc2)C(C)C)cc1	0.1	2	-89	2	.	.	.	-4
CC(C)c1cn(CC[C@@H]2CC[C@H](NC(=O)C3CC3)[C@@H](CO)O2)nn1	-0.1	3	-5	.	8	-10	1	-1
CCC(=O)Nc1ccc2c(c1)OC[C@H](C)N(C(=O)CC)C[C@H](C)[C@@H](OC)CN(C)C2=O	-0.3	-8	-8	.	.	.	.	2
COc1ccc(OC)c(/C=C2\SC(=S)N(C(C(=O)O)c3ccccc3)C2=O)c1 (stereo not given)	.	0	i	3	4	-1	.	-39
Cc1ccc(S(=O)(=O)N(C)C[C@@H]2OCCCC[C@H](C)Oc3ccc(NS(=O)(=O)c4ccc(Cl)cc4)cc3C(=O)N([C@H](C)CO)C[C@H]2C)cc1	0.2	-14	14	-13[16.7 µM]	-2	2	-11	2
CCCC(=O)NC1=C(C#N)C2(CCCC2)Cc2ccccc21	.	0	.	4	-1	0	6	.
C[C@H](NC(=O)[C@@H]1N[C@@H]2c3ccc(-c4cncnc4)c(=O)n3C[C@@H]2[C@H]1CO)c1ccccc1	-0.3	.	-10	-1[16.7 µM]	-4	0	4	-1
CCCn1cc(NC(=O)C2CC(c3cccc(Br)c3)=NO2)cn1 (stereo not given)	.	7	.	2	0	11	3	.
CCCCNC(=S)N(CCCO)Cc1cc2cc3c(cc2[nH]c1=O)OCO3	0.1	.	6	-4	3	1	-2	2
COc1ccc(NC(=O)N(C)C[C@H]2OCCCC[C@H](C)Oc3ccc(NC(=O)Cc4ccccc4)cc3C(=O)N([C@@H](C)CO)C[C@@H]2C)cc1	0.1	-2	7	-6[16.7 µM]	3	-1	-4	0
O=C(CSc1nnnn1Cc1ccccc1)Nc1ccc2c(c1)OCO2	.	-9	.	1	3	-1	2	.
S=C1NC2(CCCC2)N=C1c1ccccc1	1.9	-3	-7	.	.	.	.	6
Nc1c(-c2cccs2)cnn1-c1nc(-c2ccc(Cl)cc2Cl)cs1	1.8	-1	.	-1	-1	-1	2	.
CCOC(=O)c1c(C)nc2ccc(C)cn12	.	-10	.	-3	5	-1	-6	.
CCOn1c(=O)c(-c2ccc(C)cc2)[n+]([O-])c2ccccc21	.	-6	-7	.	0	-1	-19	6
CC(C)NC(=O)N(C)C[C@H]1Oc2c(NS(=O)(=O)c3ccccc3)cccc2C(=O)N([C@H](C)CO)C[C@H]1C	6.3	4	11	-4[16.7 µM]	4	0	6	-1
O=C(C[C@@H]1CC[C@H](NS(=O)(=O)c2cccc(F)c2)[C@@H](CO)O1)N1CCCCC1	-0.5	10	10	.	0	-3	-7	-3

Compound profiles, as listed above.
`Nc1c(-c2cccs2)cnn1-c1nc(-c2ccc(Cl)cc2Cl)cs1` in the list: E-selectin induc = 1.8; PGC1a acetyl inh = -1; RAD52 inh = .; miR122 inh = -1; PglD DTNB = -1; Cneo AK release = -1; RAD54 branch = 2; ERAP1 HTS inh = .
`O=C(c1ccc(COc2ccccc2[N+](=O)[O-])o1)N1CCCCCC1` in the list: E-selectin induc = .; PGC1a acetyl inh = -16; RAD52 inh = .; miR122 inh = -2; PglD DTNB = .; Cneo AK release = 6; RAD54 branch = 4; ERAP1 HTS inh = .

Looked up by compound from above, five records:
SMILES	E-selectin induc	PGC1a acetyl inh	RAD52 inh	miR122 inh	PglD DTNB	Cneo AK release	RAD54 branch	ERAP1 HTS inh
O=C(CSc1nnnn1Cc1ccccc1)Nc1ccc2c(c1)OCO2	.	-9	.	1	3	-1	2	.
Cc1ccc(SCC(=O)NCCN2C(=O)CSC2=O)cc1C	.	6	.	-4	3	0	1	.
CCC(=O)Nc1ccc2c(c1)OC[C@H](C)N(C(=O)CC)C[C@H](C)[C@@H](OC)CN(C)C2=O	-0.3	-8	-8	.	.	.	.	2
CCOn1c(=O)c(-c2ccc(C)cc2)[n+]([O-])c2ccccc21	.	-6	-7	.	0	-1	-19	6
COc1ccc(OC)c(/C=C2\SC(=S)N(C(C(=O)O)c3ccccc3)C2=O)c1 (stereo not given)	.	0	i	3	4	-1	.	-39

High-throughput results: PubChem, Broad Institute
